Screening results (PubChem)
PLC-gamma1 inh: blocks human PLC-gamma1 enzyme activity; P19174; purified PLC-gamma1, fluorogenic substrate, fluorescence; inhibition, % at 12.2 µM; 370,000 compounds, 0.84% hits; AID 720700; in the data active = inhibition above about 9.5%
ADAM10 inh: inhibitors of human ADAM10. AID 720582. O14672. recombinant ADAM10, EDANS/DABCYL FRET peptide cleavage, 3 h. inhibition, % at 7 µM. 370,000 compounds, 0.62% hits;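 active = inhibition above a per-campaign cutoff equal to the mean of compounds falling between control-based bounds plus 3 SD, cut at about 20% in these data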;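 note: 0% = DMSO wells while the 100% control is not disclosed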
ADAM17 inh: inhibitors of human ADAM17 | P78536 | recombinant ADAM17, EDANS/DABCYL FRET peptide cleavage | inhibition, % at 6.95 µM | 370,000 compounds, 0.83% hits;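 active = inhibition above the mean of compounds lying between control limits plus 3 SD, set per campaign, cut at about 8.5% in these data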;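 note: 0% = DMSO-only wells as the low control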
HGIII-sPLA2 inh: Inhibits HGIII-sPLA2 liposome hydrolysis, primary screen; Q9NZ20; QFRET BODIPY PC-A2 liposome hydrolysis, fluorescence; inhibition, % at 12.2 µM; 370,000 compounds, 0.56% hits;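 active = inhibition above mean plus 3 SD of compounds lying within the high and low control bounds, cut at about 19% in these data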;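 note: 0% = median of test compound wells and 100% = no enzyme DMSO wells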
DAX1 inh-1: NR0B1 (DAX1) inhibition. HEK293 Gal4-DAX1 luciferase reporter, luminescence. inhibition, % at 6.75 µM. 340,000 compounds, 0.99% hits. AID 504766;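 active = inhibition above the mean over all tested compounds plus 3 SD, cut at about 4.2% in these data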;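 note: 0% = DAX1-transfected cells with DMSO and 100% = empty-vector control cells with DMSO; inhibition shows as a rise in luminescence from relieved DAX1 repression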
DAX1 inh-2: blocks DAX1 repression of SF-1 activated StAR promoter; inhibition, % at 6.8 µM; HEK293T StAR-luciferase reporter, SF-1/DAX-1 repression relief; AID 652010; 370,000 compounds, 1.1% hits;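 active = inhibition above the mean over all tested compounds plus 3 SD, cut at about 3.6% in these data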;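 note: 0% = DAX-1 cells with DMSO and 100% = cells lacking DAX-1 with DMSO; higher inhibition means more luminescence from relief of DAX-1 repression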
ssDAF12 agonist: activates DAF-12 receptor from parasite S. stercoralis | AID 652126 | activation, % at 6.8 µM | 370,000 compounds, 1% hits | HEK293 ssDAF-12/GRIP1 lit1-tk-luc reporter, luminescence; % of 3 µM dafachronic acid response;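 active = activation above the mean over all tested compounds plus 3 SD, cut at about 0.9% in these data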;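 note: 0% = DMSO-only wells and 100% = 3 µM delta7-dafachronic acid wells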
FXN GAA850 act: increases GAA850 frataxin promoter reporter activity. HEK293 lucGAA850 FXN promoter luciferase reporter, 24 h; percent of 10 µM SAHA response. activation, % at 6 µM. 360,000 compounds, 0.56% hits;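 active = activation above the average of all compounds screened plus 3 SD, cutoff fixed separately per campaign, cut at about 7.5% in these data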;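 note: 0% = DMSO wells and 100% = 10 µM SAHA wells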
hcDAF-12 act: H. contortus DAF-12 activation, primary screen; HEK293 hcDAF-12 lit1-tk-luc reporter, luminescence; 0% DMSO, 100% Δ7-dafachronic acid; activation, % at 6.8 µM; 370,000 compounds, 1.4% hits; AID 652067;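 active = activation above the mean of all tested compounds plus 3 SD, cut at about 5.5% in these data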;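 note: 100% = response to 3 µM Δ7-dafachronic acid high control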
hgDAF12 agonist: hgDAF-12 agonism, primary luciferase screen | HEK293 GAL4-hgDAF12 UAS-luciferase reporter, agonist luminescence; normalized to butyrate control | activation, % at 6.8 µM | 370,000 compounds, 1.8% hits;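 active = activation above a cutoff set at the mean of all screened compounds plus 3 SD, cut at about 10% in these data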;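 note: 0% = DMSO wells and 100% = sodium butyrate wells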
PLC-beta3 inh: blocks human PLC-beta3 enzyme activity; Purified PLC-beta3, fluorogenic substrate, fluorescence; Q01970; 370,000 compounds, 0.18% hits; inhibition, % at 12.2 µM; in the data active = inhibition above about 11%;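 note: 0% = median of compound wells on plate and 100% = full blocker control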
Target sequence (Q01970 whole entry, looked up): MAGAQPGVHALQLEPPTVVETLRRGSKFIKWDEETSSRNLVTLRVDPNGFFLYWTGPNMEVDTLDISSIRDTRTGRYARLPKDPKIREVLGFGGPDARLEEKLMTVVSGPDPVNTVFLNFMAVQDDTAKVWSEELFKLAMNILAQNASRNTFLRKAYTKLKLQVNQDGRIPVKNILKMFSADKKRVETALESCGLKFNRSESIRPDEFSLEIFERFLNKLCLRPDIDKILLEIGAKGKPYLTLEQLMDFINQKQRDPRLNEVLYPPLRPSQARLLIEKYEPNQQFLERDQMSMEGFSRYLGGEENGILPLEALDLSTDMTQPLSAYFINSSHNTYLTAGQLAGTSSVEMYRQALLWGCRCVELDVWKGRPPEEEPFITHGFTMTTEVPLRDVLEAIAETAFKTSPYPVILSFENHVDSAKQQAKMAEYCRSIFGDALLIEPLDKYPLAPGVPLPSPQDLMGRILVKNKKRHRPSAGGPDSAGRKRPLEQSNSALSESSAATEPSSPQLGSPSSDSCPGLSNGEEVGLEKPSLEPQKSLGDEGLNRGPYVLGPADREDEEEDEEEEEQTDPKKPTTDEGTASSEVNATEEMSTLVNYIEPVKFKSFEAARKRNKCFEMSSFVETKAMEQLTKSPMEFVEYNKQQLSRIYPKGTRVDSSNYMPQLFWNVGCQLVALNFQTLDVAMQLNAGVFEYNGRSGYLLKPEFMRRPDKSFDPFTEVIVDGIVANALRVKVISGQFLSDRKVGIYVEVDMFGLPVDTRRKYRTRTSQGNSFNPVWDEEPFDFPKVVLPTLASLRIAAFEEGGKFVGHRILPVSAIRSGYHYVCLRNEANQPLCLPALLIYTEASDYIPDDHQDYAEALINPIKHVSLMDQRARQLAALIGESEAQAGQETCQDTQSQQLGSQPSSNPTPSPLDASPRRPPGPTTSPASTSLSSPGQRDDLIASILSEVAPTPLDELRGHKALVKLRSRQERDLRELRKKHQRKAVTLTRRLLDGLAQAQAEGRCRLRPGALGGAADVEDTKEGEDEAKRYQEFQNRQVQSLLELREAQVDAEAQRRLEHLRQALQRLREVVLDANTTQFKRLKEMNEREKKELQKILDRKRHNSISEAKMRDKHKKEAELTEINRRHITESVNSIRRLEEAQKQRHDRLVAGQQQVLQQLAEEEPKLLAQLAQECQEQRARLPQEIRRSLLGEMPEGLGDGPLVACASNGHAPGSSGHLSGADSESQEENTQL
Starred values were filed as active, the others as inactive; / = not tested or not shown.

SMILES	PLC-gamma1 inh	ADAM10 inh	ADAM17 inh	HGIII-sPLA2 inh	DAX1 inh-1	DAX1 inh-2	ssDAF12 agonist	FXN GAA850 act	hcDAF-12 act	hgDAF12 agonist	PLC-beta3 inh
COc1cc(NC2c3ccccc3C(=O)N2Cc2ccc3c(c2)OCO3)cc(OC)c1OC (stereo unspecified)	2	-8	-3	10	-0.4	-1.0	-1.7	4.7	0.7	2.9	-4
COc1ccc(C(=O)Nc2cccc(/C=C/c3nc4ccccc4c(=O)[nH]3)c2)cc1	-7	-9	-6	10	-1.3	0.1	-1.3	-3.4	1.0	4.4	-15
COC(=O)C(NS(C)(=O)=O)(c1c(C)[nH]c2ccccc12)C(F)(F)F (stereo unspecified)	0	4	-1	1	0.1	-0.1	0.1	2.2	1.8	1.2	2
COc1ccc(OCCCCN(C)Cc2ccccc2)cc1	1	-9	1	2	0.1	0.6	-1.1	1.8	-0.3	1.8	0
COc1cccc(C2CC(c3ccccc3OC)n3nc(N)nc3N2)c1 (stereo unspecified)	-3	-26	-4	14	2.0	-0.3	0.3	0.8	-0.9	3.9	-5
CC(=O)c1cc(C#N)c(Oc2cccc(C(F)(F)F)c2)nc1C	-2	-2	-2	1	0.3	-0.2	-1.2	0.9	0.1	2.0	-2
O=C(N[C@@H](Cc1ccccc1)C(=O)OCc1ccccc1)c1nc[nH]c1C(=O)NC(c1ccccc1)c1ccccc1	2	13	8	-3	0.3	0.0	-1.6	0.8	-0.6	0.2	2
COc1ccc(C(=O)Nc2nccs2)cc1	0	-4	-2	-8	5.7*	1.6	-0.2	5.7	3.0	9.6	-5
CCOC(=O)c1sc(NC(=O)c2cc3n(n2)C(C(F)(F)F)CC(c2cccs2)N3)c(C(=O)OCC)c1C (stereo unspecified)	-6	-6	-5	5	0.3	-0.6	-0.8	0.6	-0.2	0.8	-7
O=C(Nc1ccc(Cl)c(Cl)c1)Nc1ccon1	5	8	5	-9	4.0	-4.0	-0.8	-4.2	-2.8	6.2	-4
O=C(C(Cc1ccccc1)n1cccc1)N1CCN(C2CCCCC2)CC1 (stereo unspecified)	-5	-10	0	-15	-0.2	1.3	-0.4	-2.0	-0.9	-2.8	-4
CC1=CSC2=NC(C(F)(F)F)(C(F)(F)F)NC(=O)N12	0	0	1	0	0.6	0.1	-1.3	1.5	0.0	-1.5	-5
Cn1nc(C(F)(F)F)c2cc(NC(=O)OCc3ccc(F)cc3)sc21	0	14	7	-5	0.1	-0.3	-1.6	0.3	-3.2	-2.4	5
COc1ccccc1-c1cc(C(F)(F)F)nc(NCc2ccco2)n1	-39	-41	-13	-9	0.0	0.3	-1.2	4.3	-2.0	0.4	-50
CCOC(=O)N1CCC(NC(=O)Cc2ccccc2)CC1	5	0	-2	-2	1.5	-0.2	-1.1	-0.4	-0.9	-1.0	0
COc1ccccc1CNC(=O)C1CCN(C(=O)N(C)C)CC1	0	-2	-3	1	0.8	-0.3	-1.6	-1.6	-0.4	0.8	1
O=C(Nc1ccccc1)c1nnsc1S(=O)c1ccc(Cl)cc1 (stereo unspecified)	3	1	1	-4	-0.3	0.4	-0.2	-6.3	2.7	4.7	2
O=C(CN1C(=O)NC2(CCCCC2)C1=O)Nc1cccc(Cl)c1Cl	2	-8	-6	2	-0.3	-0.1	-1.4	1.2	-1.6	-1.8	-10
C(/CCc1ccccc1)=N\Nc1nc2ccccc2[nH]1	-6	-6	-1	3	1.5	0.8	0.6	4.1	5.0	7.7	-8
O=C(Nc1ccccc1)c1ccccc1NC(=O)c1ccccc1[N+](=O)[O-]	2	-3	-2	-8	0.3	-0.8	-0.7	0.6	-1.9	-1.3	-3
CCCOc1ccc(C(=O)CCC(=O)NNC(=O)Cn2nc(C)cc2C)cc1	-1	0	-3	9	0.9	-1.2	-1.0	-0.2	-0.8	-0.8	-7
N=c1oc2ccccc2cc1-c1nc(-c2ccccc2)cs1	-371	-132	-39	4	1.6	1.9	1.1*	3.5	11*	7.1	-444
CCn1c2ccccc2c2cc(NC(=O)COc3ccccc3)ccc21	1	5	7	-3	0.1	0.3	-1.1	0.8	1.2	3.0	0
COc1cccc(C(CC(=O)NCc2ccco2)NS(=O)(=O)c2ccc(C)cc2)c1OC (stereo unspecified)	3	2	-1	-6	0.2	0.0	-1.4	-1.2	-0.4	-0.4	7
c1ccc(Nc2ccccn2)cc1	-2	-2	-6	2	2.5	0.1	-1.4	1.4	-0.4	-0.8	1
CCCCNC(=O)Nc1cc(C(F)(F)F)c[nH]c1=O	0	-6	-4	-3	1.4	0.1	-1.4	1.4	-1.1	-0.2	3
Cc1onc(-c2ccccc2)c1C(=O)N1CCN(c2ccccc2F)CC1	-1	-4	-6	1	-1.3	-0.4	-0.7	0.3	-3.8	-1.7	-8
COc1ccccc1OCCNc1cc(N2CCOCC2)ccc1[N+](=O)[O-]	-19	2	2	-11	-1.9	-0.5	-1.9	3.5	-1.9	-3.1	-1
O=C(Cc1ccc2c(c1)OCO2)N1CCC(n2nc(-c3ccccc3)oc2=O)CC1	2	3	-2	-2	/	/	-1.9	/	-3.6	-3.0	1
CCC(=O)N1N=C(c2ccccc2)CC1c1ccccc1 (stereo unspecified)	2	11	0	-4	0.2	0.1	-1.2	3.8	-2.1	0.8	-3
CC(=O)Nc1ccc(NC(=O)c2ccccc2Br)cc1	2	-7	-6	14	/	0.3	-1.1	-1.5	-0.8	-1.7	-2
CCOC(=O)Nc1ccc2c(c1)N(C(=O)CN1CCN3CCCC3C1)c1ccccc1CC2 (stereo unspecified)	-1	6	1	-12	-0.8	-0.2	-1.0	0.1	0.1	0.2	-2
COc1ccc([N+](=O)[O-])cc1-n1cnnn1	0	3	-4	1	-0.1	-1.3	-1.5	1.7	-1.4	-5.8	1
CC(NC(=O)COc1ncnc2cc([N+](=O)[O-])ccc12)c1ccccc1 (stereo unspecified)	-2	2	-4	0	-0.4	-0.3	-1.7	0.9	1.1	3.0	-4
Cc1ccc(NC(=O)CSc2nc3ccccc3c(=O)n2CC2CCCO2)cc1 (stereo unspecified)	1	-2	-5	4	-0.5	0.5	-1.4	-1.2	-0.3	0.5	-3
CC(=O)NC(c1ccccc1)c1cccnc1 (stereo unspecified)	5	12	2	9	1.5	-0.5	-1.0	-0.5	-1.5	-2.0	6
COC(=O)[C@@H](Cc1ccccc1)NC(=O)/C=C/[C@H]1O[C@@H](n2cnc3c(NC(=O)c4ccccc4)ncnc32)[C@H](O)[C@@H]1O	1	-1	0	3	/	1.3	0.0	/	0.1	0.0	4
CC1(c2ccc(OC(F)F)cc2)NC(=O)N(CC(=O)Nc2ccc(F)cc2)C1=O (stereo unspecified)	-1	8	-1	-5	1.0	-0.3	-0.8	-2.7	-0.7	-0.4	-24
OC(CNCC1COc2ccccc2O1)COc1ccc(Cl)cc1 (stereo unspecified)	0	0	-2	-1	0.8	0.0	-1.3	1.0	0.1	-1.1	-4
COc1ccc(NC(=O)c2ccc(-c3csc(C)n3)cc2)cc1	0	-2	-3	4	-2.3	-1.1	-1.4	4.3	-3.0	0.8	-10
COc1ccc(CN(Cc2nc3ccccc3c(=O)[nH]2)C(=O)C(C)(C)C)cc1	2	-1	0	1	-0.1	-0.3	-0.7	1.9	0.4	0.1	6
CC(C)(C)NC(=O)COC(=O)c1nsc(Cl)c1Cl	4	0	-1	5	0.5	0.6	-0.3	0.1	-1.6	-0.6	5
C/C(=N\Nc1nc2ccccc2[nH]1)c1ccc([N+](=O)[O-])cc1	-2	1	-4	3	0.3	-0.1	-2.0	0.3	0.1	-0.6	-5
COc1ccc(C(CNC(=O)c2ccc(-c3cccc(C(F)(F)F)c3)o2)N2CCOCC2)cc1 (stereo unspecified)	0	2	-1	-2	-1.2	0.9	-1.3	3.0	-1.6	2.7	2
Cc1ccc(C)c2nc(SCC(=O)NCc3cccs3)c(C#N)cc12	-3	1	-3	7	-0.3	0.2	-1.2	3.0	-0.4	-3.0	-7
O=C(CCN1C(=O)C2CC=CCC2C1=O)Nc1ccc(S(=O)(=O)N2CCCCC2)cc1 (stereo unspecified)	1	-7	-1	2	-0.9	-0.9	-0.1	2.0	-0.6	-0.5	0
O=C(NC1(C(=O)O)CCCC1)c1ccccc1	-2	-6	-6	-6	1.4	-0.7	-1.2	-1.1	-0.6	5.4	4
O=C(CCCN1C(=O)/C(=C/c2ccccc2Cl)SC1=S)N1CCCC1	1	8	0	-7	1.2	1.3	-2.1	-3.9	-2.3	-3.7	-5
CC1(C)CC(NC(=O)C2CCCCC2C(=O)O)CC(C)(C)N1 (stereo unspecified)	0	-7	-5	-4	3.0	0.0	-1.3	3.4	-0.2	1.2	2
O=C(COC(=O)c1ccc2c(c1)OCO2)Nc1ccccc1OC(F)F	2	-1	-4	-2	-1.0	-2.2	-0.8	-0.3	0.1	2.1	2
Next part.
SMILES	PLC-gamma1 inh	ADAM10 inh	ADAM17 inh	HGIII-sPLA2 inh	DAX1 inh-1	DAX1 inh-2	ssDAF12 agonist	FXN GAA850 act	hcDAF-12 act	hgDAF12 agonist	PLC-beta3 inh
CCCCN(Cc1ccccc1)C(=O)C1CCN(S(=O)(=O)c2c(C)noc2C)CC1	0	-1	-1	-3	2.7	-0.5	-1.8	0.8	-1.5	0.1	1
COc1ccc(CNC(=O)CCNS(=O)(=O)c2ccc(Br)s2)cc1	-3	3	-3	-5	1.1	-0.4	-1.2	4.0	0.0	-0.7	-5
CC(=O)Nc1ccc(OCC(O)CN2C(C)(C)CC(O)CC2(C)C)cc1 (stereo unspecified)	1	-2	-6	14	-0.1	-0.7	-0.9	3.7	-3.1	0.0	2
Cc1ccc(C(=O)NC(=S)Nc2cccc(-c3nc4ccccc4s3)c2)cc1	-25	-8	-3	11	-0.2	-0.2	-1.7	-3.7	-2.1	-0.4	-28
O=C(NCCNC1CCCCC1)c1ccco1	2	4	-1	-3	0.1	-0.2	-1.7	-0.9	-1.4	-0.8	-5
CCOc1ccc(N2C(=O)C3Sc4[nH]c(=O)sc4C(/C=C/c4ccccc4)C3C2=O)cc1 (stereo unspecified)	-22	10	3	-8	0.2	0.8	-0.9	1.1	-2.5	-1.7	-37
CCC[n+]1c(C)sc2c(OC)ccc(OC)c21	1	0	-2	-7	0.3	-1.1	-1.8	-0.5	0.1	-3.6	-5
COc1cc(C(=O)N/N=C(\C)c2ccc3c(c2)OCO3)cc(OC)c1OC	0	-2	1	-1	0.2	0.5	-0.4	-1.8	0.1	-6.5	-1
Cc1ccc(-n2nnc(-c3cnc4ccccc4c3)n2)cc1	-2	4	-6	12	5.1*	1.7	1.6*	4.6	9.9*	9.7	-1

Rows were taken by chance, and some 6.9% of all compounds hit somewhere here.
